Screening data deposited in PubChem by several laboratories.
TRAIL sens C8: caspase-8 TRAIL sensitization. NB7+C8 cells + TRAIL, ATPlite viability luminescence. inhibition (viability loss, TRAIL sensitization), % at 10 µM. 360,000 tested, 1% active;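 active means compounds causing at least 50% loss of cell viability in the single-dose screen, relative to plate controls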
CF NFkB block: inhibitors of cystic fibrosis induced NF-kB; KKLEB NF-kB-GFP reporter, PAF-induced, GFP fluorescence overnight; inhibition, % at 5 µM; 360,000 tested, 0.86% active; AID 588850;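 active means at least 50% inhibition at 5 µM, scaled per plate between neutral and stimulator controls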;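 further: PAF is a Pseudomonas aeruginosa culture filtrate used as stimulus; plate controls were PAF-stimulated DMSO wells for no effect and unstimulated DMSO wells for full effect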
Peg3 prom inh: inhibitors of Peg3 promoter. HeLa PEG-Prom luciferase reporter, luminescence, overnight. inhibition, % at 20 µM. 360,000 tested, 1.7% active;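 active means inhibition of at least 50% at 20 µM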
iPSC survival up: increases survival of single human iPS cells; 360,000 tested, 0.044% active; hiPSC single-cell survival, ATPlite luminescence; 100% = ROCK inhibitor wells, 0% = DMSO; survival enhancement, % at 20 µM; in the data active means survival enhancement above about 18%;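 further: cells exposed to compounds for 16 hours before the ATP read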
LMP1 NFkB inh: inhibitors of Epstein-Barr LMP1-induced NF-kappaB reporter; inhibition, % at 12.5 µM; LMP1-induced NF-kappaB luciferase reporter cells, luminescence; 350,000 tested, 0.69% active; in the data active means inhibition above about 41%;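 further: 0% = neutral control wells and 100% = reference inhibitor control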
NR2E3 ag-1: agonists of human nuclear receptor NR2E3. GST-NR2E3/biotin-RetCOR TR-FRET, 1536-well. inhibition of corepressor binding, % at 4.78 µM. 320,000 tested, 0.12% active. AID 2300;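 active means percent inhibition above the cutoff of mean plus 3 SD of all tested compounds, set per screening campaign, cut at about 20% in these data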;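 further: 0% = DMSO wells and 100% = biotin wells as full block of FRET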
Target sequence (Q9Y5X4 whole entry, looked up): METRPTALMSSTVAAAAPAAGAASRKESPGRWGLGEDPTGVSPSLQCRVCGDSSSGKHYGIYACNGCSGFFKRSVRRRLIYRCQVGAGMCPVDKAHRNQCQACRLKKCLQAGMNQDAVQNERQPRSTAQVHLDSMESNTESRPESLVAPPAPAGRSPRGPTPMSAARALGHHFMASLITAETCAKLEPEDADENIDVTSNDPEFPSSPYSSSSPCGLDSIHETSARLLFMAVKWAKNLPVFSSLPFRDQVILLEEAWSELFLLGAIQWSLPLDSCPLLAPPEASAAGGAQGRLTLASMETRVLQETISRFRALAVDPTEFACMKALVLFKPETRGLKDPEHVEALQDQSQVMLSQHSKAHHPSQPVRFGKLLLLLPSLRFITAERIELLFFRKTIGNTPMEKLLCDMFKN
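Material: NR2E3–RetCOR corepressor complex | Quantity: 1.35 nM GST-tagged NR2E3 final | Schedule: 5 h at 4 °C | Replication: Singlicate compound wells | Reagent: RetCOR corepressor, biotinylated, 7 nM | Controls: Biotin wells as high control, 0.6% DMSO wells as low control | Signal: TR-FRET, Eu(K)-anti-GST donor, streptavidin-D2 acceptor, ex 340, em 617/671 nm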
KKLEB cytotox: CF airway cell cytotoxicity counter-screen. AID 602141. KKLEB CF airway cells viability, ATPlite luminescence, overnight; stronger effect = lower value; cells stimulated with P. aeruginosa culture filtrate. 360,000 tested, 0.36% active. activity change (cytotoxicity), % at 5 µM;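 active means corrected activity change at or below -50% at 5 µM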
HIF-2a inh: blocks HIF-2a reporter activity | 360,000 tested, 0.72% active | AID 624352 | 786-0 RCC cells HIF-2a reporter, luciferase luminescence, overnight | inhibition, % at 18.8 µM;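 active means inhibition of the luminescence signal of 40% or more relative to plate controls, in a single-dose primary screen at 18.75 µM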
Shn3 3UTR inh: Schnurri-3 reporter inhibition in Clone20 osteoblasts; inhibition, % at 12.5 µM; Clone20 osteoblast Shn3 3'UTR firefly luciferase, 24 h; AID 588674; 360,000 tested, 0.52% active;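 active means mean inhibition of at least 75% with every replicate also reaching 75%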;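 further: 0% = median of neutral control wells and 100% = pilot-screen positive control compound; some compounds past the cut are filed as inactive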
MITF TRPM1 inh: MITF TRPM1 promoter inhibition in SK-MEL-5 cells. SK-MEL-5 TRPM1 promoter luciferase, 24 h. inhibition, % at 12.5 µM. 330,000 tested, 0.83% active;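 active means mean inhibition across replicates of 60% or more, whatever share of single replicates reaches that level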; further: values of inactives mirror those of a sister screen read the other way
NR2E3 ag-2: activates human NR2E3 receptor | Q9Y5X4 | CHO-S Gal4-NCOR/VP16-NR2E3 two-hybrid, luciferase | inhibition of corepressor binding, % at 3.98 µM | 360,000 tested, 0.35% active | AID 602229;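 active means inhibition above the mean of all tested compounds plus 3 SD, cut at about 70% in these data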;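 further: 0% = DMSO with NR2E3 transfected cells and 100% = cells lacking NR2E3 construct; higher means lower luciferase signal from less NR2E3 corepressor binding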
* hit, by the source's call.

How did COc1cc(NC(=O)COC(=O)CSc2ccccc2F)c(C)cc1[N+](=O)[O-] do in these assays?
TRAIL sens C8: -1.4; CF NFkB block: -3.1; Peg3 prom inh: 7.6; iPSC survival up: -1.8; LMP1 NFkB inh: -0.7; NR2E3 ag-1: 2.9; KKLEB cytotox: 4.3; HIF-2a inh: -5.1; Shn3 3UTR inh: -6.9; MITF TRPM1 inh: 9.3; NR2E3 ag-2: 9.6

How did Cc1ccc(N=N/C(=C\O)C(=O)c2ccc(Cl)cc2)cc1 do in these assays?
TRAIL sens C8: 7.1; CF NFkB block: 76.2*; Peg3 prom inh: 75.1*; iPSC survival up: 1.3; LMP1 NFkB inh: -12.7; NR2E3 ag-1: 0.7; KKLEB cytotox: -56.9*; HIF-2a inh: -220.0; Shn3 3UTR inh: 15.1; MITF TRPM1 inh: 14.5; NR2E3 ag-2: -45.9

What do the screens show for `CCCc1nnc(NC(=O)CC(C)c2ccccc2)s1` (configuration not stated)?
TRAIL sens C8: 16.2; CF NFkB block: 13.8; Peg3 prom inh: -10.0; iPSC survival up: 0.5; LMP1 NFkB inh: -1.2; NR2E3 ag-1: -1.6; KKLEB cytotox: -1.1; HIF-2a inh: -15.5; Shn3 3UTR inh: -0.8; MITF TRPM1 inh: 4.3; NR2E3 ag-2: -5.6

Results for CC(C)c1cc(C(=O)OCC(=O)NC(=O)NCc2ccco2)c(O)c(C(C)C)c1 ?
TRAIL sens C8: 2.5; CF NFkB block: -4.3; Peg3 prom inh: 30.3; iPSC survival up: 2.8; LMP1 NFkB inh: 1.8; NR2E3 ag-1: -3.7; KKLEB cytotox: -15.1; HIF-2a inh: 5.7; Shn3 3UTR inh: -30.1; MITF TRPM1 inh: 0.6; NR2E3 ag-2: -7.1

Results for O=C(c1ccc([N+](=O)[O-])o1)N1CCN(c2nc3ccc(F)cc3s2)CC1 ?
TRAIL sens C8: 20.7; CF NFkB block: 2.9; Peg3 prom inh: -8.4; iPSC survival up: 0.9; LMP1 NFkB inh: -11.8; NR2E3 ag-1: -2.1; KKLEB cytotox: -1.7; HIF-2a inh: -31.7; Shn3 3UTR inh: 22.1; MITF TRPM1 inh: 49.6; NR2E3 ag-2: 4.0

What do the screens show for `Cc1ccc(S(=O)(=O)NCC(=O)OCC(=O)NC2CCCCC2)cc1`?
TRAIL sens C8: -11.4; CF NFkB block: -7.2; Peg3 prom inh: 10.0; iPSC survival up: 0.3; LMP1 NFkB inh: -7.3; KKLEB cytotox: 10.0; HIF-2a inh: 10.8; Shn3 3UTR inh: -3.4; MITF TRPM1 inh: -4.4; NR2E3 ag-2: 0.0

Results for COc1ccccc1C1/C(=C(/O)c2ccccc2)C(=O)C(=O)N1CC(C)C (configuration not stated) ?
TRAIL sens C8: -15.3; CF NFkB block: 8.3; Peg3 prom inh: 14.1; iPSC survival up: 0.6; LMP1 NFkB inh: 13.1; NR2E3 ag-1: 8.3; KKLEB cytotox: 13.2; HIF-2a inh: 14.8; Shn3 3UTR inh: 0.8; MITF TRPM1 inh: 13.8; NR2E3 ag-2: -9.9

What do the screens show for `COc1ccc(CNC(=O)CCC(=O)c2ccc(C)cc2)cc1OC`?
TRAIL sens C8: -4.1; CF NFkB block: -18.0; Peg3 prom inh: -2.0; iPSC survival up: -0.5; LMP1 NFkB inh: -1.1; NR2E3 ag-1: 3.2; KKLEB cytotox: 1.8; HIF-2a inh: -0.7; Shn3 3UTR inh: -2.8; MITF TRPM1 inh: 1.2; NR2E3 ag-2: -15.7

Results for O=S(=O)(NCc1ccccc1)c1ccccc1Br ?
TRAIL sens C8: -5.1; CF NFkB block: 6.9; Peg3 prom inh: -23.8; iPSC survival up: -3.8; LMP1 NFkB inh: 4.9; NR2E3 ag-1: 2.1; KKLEB cytotox: -10.2; HIF-2a inh: -7.7; Shn3 3UTR inh: -28.7; MITF TRPM1 inh: -1.0; NR2E3 ag-2: -8.5

How did [N-]=[N+]=CC(=O)CNC(=O)[C@@H](Cc1ccccc1)N1C(=O)c2ccccc2C1=O do in these assays?
TRAIL sens C8: -7.7; CF NFkB block: -5.4; Peg3 prom inh: -1.3; iPSC survival up: 3.2; LMP1 NFkB inh: -6.2; NR2E3 ag-1: 4.1; KKLEB cytotox: 6.5; HIF-2a inh: 12.0; MITF TRPM1 inh: 3.4; NR2E3 ag-2: 10.9

How did CC1=NC(C)Cc2ccccc21 (configuration not stated) do in these assays?
TRAIL sens C8: 5.3; CF NFkB block: -0.3; Peg3 prom inh: 8.0; iPSC survival up: -0.9; LMP1 NFkB inh: -6.9; NR2E3 ag-1: 2.7; KKLEB cytotox: 0.3; HIF-2a inh: 0.8; Shn3 3UTR inh: -14.7; MITF TRPM1 inh: 3.5; NR2E3 ag-2: -6.8

How did CCc1nc2ccccc2c(C(=O)OCC(=O)N(CCOC)c2c(N)n(Cc3ccccc3)c(=O)[nH]c2=O)c1C do in these assays?
TRAIL sens C8: -2.0; CF NFkB block: 14.2; Peg3 prom inh: 12.4; iPSC survival up: 0.3; LMP1 NFkB inh: 14.1; KKLEB cytotox: -2.3; HIF-2a inh: 22.7; Shn3 3UTR inh: -9.9; MITF TRPM1 inh: 6.2; NR2E3 ag-2: 13.8

Results for C=C(C)C(=O)Nc1cccc(C2=NOC3(C2)C[C@@H](C(N)=O)N(C(=O)/C=C/CC)C3)c1 (some centres not stated) ?
TRAIL sens C8: 6.6; CF NFkB block: -33.7; Peg3 prom inh: 0.4; iPSC survival up: -3.5; LMP1 NFkB inh: -0.1; NR2E3 ag-1: -7.1; KKLEB cytotox: -3.2; HIF-2a inh: -2.5; Shn3 3UTR inh: -4.6; MITF TRPM1 inh: -4.9; NR2E3 ag-2: 15.6

Results for COc1ccc(C)cc1N(C(=O)c1snc(C(N)=O)c1N)C(C(=O)NC1CCCC1)c1ccc(F)cc1 (configuration not stated) ?
TRAIL sens C8: -3.0; CF NFkB block: 7.3; Peg3 prom inh: 27.3; iPSC survival up: -0.3; LMP1 NFkB inh: 2.9; NR2E3 ag-1: 1.9; KKLEB cytotox: -12.4; HIF-2a inh: 25.2; Shn3 3UTR inh: 12.5; MITF TRPM1 inh: -9.3; NR2E3 ag-2: -4.3

Results for Cc1ccc(N(C(=O)Cn2nnc(-c3ccc(C)o3)n2)C(C(=O)NC2CCCC2)c2ccco2)cc1 (configuration not stated) ?
TRAIL sens C8: 5.9; CF NFkB block: 0.9; Peg3 prom inh: 20.1; iPSC survival up: 3.2; LMP1 NFkB inh: -5.5; NR2E3 ag-1: 2.3; KKLEB cytotox: -1.3; HIF-2a inh: 17.5; Shn3 3UTR inh: 20.2; MITF TRPM1 inh: 26.2; NR2E3 ag-2: -12.7

What do the screens show for `C/C=C/c1cc(CN2CCN(c3ccc(OC)cc3)CC2)c(O)c(OC)c1`?
TRAIL sens C8: -5.9; CF NFkB block: -7.6; Peg3 prom inh: 6.2; iPSC survival up: 3.0; LMP1 NFkB inh: -0.5; NR2E3 ag-1: -5.3; KKLEB cytotox: 12.5; HIF-2a inh: 4.9; Shn3 3UTR inh: 22.4; MITF TRPM1 inh: 2.1; NR2E3 ag-2: 7.2

What do the screens show for `COC(=O)c1c(C(=O)OC)c(-c2ccc(Br)cc2)n2c1CS(=O)C2` (configuration not stated)?
TRAIL sens C8: -6.0; CF NFkB block: 9.7; Peg3 prom inh: 21.4; iPSC survival up: -0.1; LMP1 NFkB inh: -4.2; NR2E3 ag-1: 0.0; KKLEB cytotox: 2.9; HIF-2a inh: 19.8; Shn3 3UTR inh: 8.2; MITF TRPM1 inh: -4.0; NR2E3 ag-2: 19.3

How did Nc1nnc(SCC(=O)Nc2cc(F)ccc2F)s1 do in these assays?
TRAIL sens C8: -22.8; CF NFkB block: -15.0; Peg3 prom inh: -7.0; iPSC survival up: -0.1; LMP1 NFkB inh: 0.2; NR2E3 ag-1: 0.2; KKLEB cytotox: -3.3; HIF-2a inh: -13.3; Shn3 3UTR inh: 4.9; MITF TRPM1 inh: 0.0; NR2E3 ag-2: 30.6

How did Cc1n[nH]c(=O)c2c(NC(=O)CSc3nc4ccccc4c(=O)n3-c3ccc(OC(F)F)cc3)oc(C)c12 do in these assays?
TRAIL sens C8: 0.0; CF NFkB block: -9.4; Peg3 prom inh: 9.0; iPSC survival up: -0.1; LMP1 NFkB inh: -5.8; NR2E3 ag-1: 2.2; KKLEB cytotox: 6.4; HIF-2a inh: -4.3; Shn3 3UTR inh: 3.2; MITF TRPM1 inh: 35.8; NR2E3 ag-2: -35.9

What do the screens show for `COc1ccc(C(=O)C2CCCN(C(=O)Cn3nc(C)nc3C)C2)cc1F` (configuration not stated)?
TRAIL sens C8: -2.6; CF NFkB block: -3.3; Peg3 prom inh: 0.5; iPSC survival up: -1.3; LMP1 NFkB inh: -21.2; KKLEB cytotox: 0.9; HIF-2a inh: 8.7; Shn3 3UTR inh: -3.9; NR2E3 ag-2: 1.5

Results for O=C(NCCC1=CCCCC1)C1CCC(=O)N(Cc2cccc(C(F)(F)F)c2)C1 (configuration not stated) ?
TRAIL sens C8: -9.0; CF NFkB block: -3.2; Peg3 prom inh: 17.5; iPSC survival up: 0.3; LMP1 NFkB inh: -1.0; NR2E3 ag-1: -0.4; KKLEB cytotox: -6.1; HIF-2a inh: 8.9; Shn3 3UTR inh: 1.0; MITF TRPM1 inh: -1.1; NR2E3 ag-2: 6.5

How did CC(=O)NC(C)c1ccc(C(=O)CSc2nnc(C3CC3)n2C2CC2)cc1 (configuration not stated) do in these assays?
TRAIL sens C8: 8.2; CF NFkB block: 5.1; Peg3 prom inh: -8.6; iPSC survival up: 1.3; LMP1 NFkB inh: -2.1; NR2E3 ag-1: 5.8; KKLEB cytotox: -6.7; HIF-2a inh: 16.1; Shn3 3UTR inh: -30.4; MITF TRPM1 inh: 1.0; NR2E3 ag-2: 10.3

Results for Cc1cccc(C(=O)NC(C)c2ccc(-n3ccnc3)cc2)c1C (configuration not stated) ?
TRAIL sens C8: -3.2; CF NFkB block: 13.6; Peg3 prom inh: 0.5; iPSC survival up: -0.2; LMP1 NFkB inh: 0.9; NR2E3 ag-1: 6.3; KKLEB cytotox: -15.6; HIF-2a inh: 7.8; Shn3 3UTR inh: 5.2; MITF TRPM1 inh: 6.1; NR2E3 ag-2: -4.2

What do the screens show for `COC(=O)[C@H]1C[C@@H]1[C@H](NC(=O)c1cccnc1)c1ccccc1`?
TRAIL sens C8: 3.3; CF NFkB block: -9.2; Peg3 prom inh: 1.1; iPSC survival up: -1.6; LMP1 NFkB inh: 0.2; NR2E3 ag-1: 5.7; KKLEB cytotox: 4.5; HIF-2a inh: 4.0; Shn3 3UTR inh: -5.6; MITF TRPM1 inh: 2.5; NR2E3 ag-2: -14.2

An excerpt; count on the stated rates, not on these rows.
